Screens (PubChem)
Peg3 promoter = Peg3 promoter-driven luciferase inhibitors, primary screen, cell-based, HeLa, luciferase luminescence; hit rate 1.7% among 360,000; AID 588405, 2011; inhibition, % at 20 µM; HeLa PEG-Prom luciferase reporter, overnight;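 active = inhibition of at least 50% at 20 µM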
HIF-2a inh = HIF-2a reporter inhibitors, primary screen, luminescence, 786-0 RCC cells; AID 624352, 2012; inhibition, % at 18.8 µM; hit rate 0.72% among 360,000; 786-0 RCC cells HIF-2a reporter, luciferase luminescence, overnight;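 active = inhibition of the luminescence signal of 40% or more relative to plate controls, in a single-dose primary screen at 18.75 µM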
CF NFkB block = inhibitors of PAF-induced NF-kB signaling, primary screen, cell-based, GFP fluorescence, uHTS. KKLEB NF-kB-GFP reporter, GFP fluorescence overnight. inhibition, % at 5 µM. hit rate 0.86% among 360,000;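 active = at least 50% inhibition at 5 µM, scaled per plate between neutral and stimulator controls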;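 note: PAF is a Pseudomonas aeruginosa culture filtrate used as stimulus; plate controls were PAF-stimulated DMSO wells for no effect and unstimulated DMSO wells for full effect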
TWEAK-Fn14 inh = inhibitors of TWEAK-Fn14 signaling, primary screen, luciferase reporter cells, uHTS; TWEAK-stimulated Fn14 reporter cells, luciferase luminescence, 8 h; inhibition, % at 10 µM; hit rate 2% among 360,000; AID 1159606, 2016; in the data active = inhibition above about 50%
MITF TRPM1 inh = inhibitors of MITF-dependent TRPM1 promoter reporter, primary screen, cell-based, SK-MEL-5, single point, luciferase | SK-MEL-5 TRPM1 promoter luciferase, 24 h | inhibition, % at 12.5 µM | hit rate 0.83% among 330,000 | AID 488899, 2010;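 active = mean inhibition across replicates of 60% or more, whatever share of single replicates reaches that level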; note: values of inactives mirror those of a sister screen read the other way
KKLEB tox = cytotoxicity in KKLEB CF airway cells, primary screen, cytotoxicity control for CF NF-kB inhibitor project, cell-based, uHTS, fluorescence assay plates; KKLEB CF airway cells viability, ATPlite luminescence, overnight; active compounds read low; cells stimulated with P. aeruginosa culture filtrate; activity change (cytotoxicity), % at 5 µM; hit rate 0.36% among 360,000; AID 602141, 2011;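 active = corrected activity change at or below -50% at 5 µM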
NR2E3 ag-1 = NR2E3 agonists in two-hybrid cells, primary screen, cell-based, luminescence, CHO-S, Gal4-NCOR/VP16-NR2E3 | Photoreceptor-specific nuclear receptor (Homo sapiens), Q9Y5X4 | luciferase | inhibition of corepressor binding, % at 3.98 µM | hit rate 0.35% among 360,000 | AID 602229, 2012;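 active = inhibition above the mean of all tested compounds plus 3 SD, cut at about 70% in these data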;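 note: 0% = DMSO with NR2E3 transfected cells and 100% = cells lacking NR2E3 construct; higher means lower luciferase signal from less NR2E3 corepressor binding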
Target sequence (Q9Y5X4 whole entry, looked up, the tested form may be a part): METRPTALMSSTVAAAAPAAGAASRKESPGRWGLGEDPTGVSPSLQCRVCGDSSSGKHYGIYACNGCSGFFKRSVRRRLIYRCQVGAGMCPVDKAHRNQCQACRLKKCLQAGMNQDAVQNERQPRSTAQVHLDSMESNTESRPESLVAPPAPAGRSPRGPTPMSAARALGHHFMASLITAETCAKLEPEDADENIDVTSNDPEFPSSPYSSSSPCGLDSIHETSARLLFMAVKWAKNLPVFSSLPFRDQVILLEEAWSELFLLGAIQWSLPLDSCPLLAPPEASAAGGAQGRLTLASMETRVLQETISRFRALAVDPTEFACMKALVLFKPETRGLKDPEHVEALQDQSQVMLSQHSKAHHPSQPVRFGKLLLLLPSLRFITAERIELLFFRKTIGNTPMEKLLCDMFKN
NR2E3 ag-2 = inhibitors of NR2E3-RetCOR corepressor binding, primary screen, NR2E3 agonist project, biochemical, TR-FRET, GST-NR2E3, biotin-RetCOR. hit rate 0.12% among 320,000. inhibition of corepressor binding, % at 4.78 µM. AID 2300, 2010. Photoreceptor-specific nuclear receptor (Homo sapiens), Q9Y5X4. 1536-well;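 active = percent inhibition above the cutoff of mean plus 3 SD of all tested compounds, set per screening campaign, cut at about 20% in these data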;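 note: 0% = DMSO wells and 100% = biotin wells as full block of FRET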
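system = GST-tagged NR2E3 plus biotinylated RetCOR corepressor | input = 1.35 nM GST-NR2E3 | also added = 7 nM biotin-RetCOR | schedule = 5 h incubation at 4 °C | measured by = TR-FRET with europium anti-GST and streptavidin-D2, 340 nm excitation | read-out = percent loss of FRET ratio relative to control wells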
Shn3 inh set2 = reduction of Shn3 3'UTR firefly luciferase signal, primary screen, Schnurri-3 inhibitor project, cell-based, Clone20 osteoblasts, set 2. AID 588674, 2011. Clone20 osteoblast Shn3 3'UTR firefly luciferase, 24 h. hit rate 0.52% among 360,000. inhibition, % at 12.5 µM;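 active = mean inhibition of at least 75% with every replicate also reaching 75%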;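 note: 0% = median of neutral control wells and 100% = pilot-screen positive control compound; some compounds past the cut are filed as inactive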
iPSC survival up = enhancers of single-cell hiPSC survival, primary screen, ATPlite luminescence. 100% = ROCK inhibitor wells, 0% = DMSO. survival enhancement, % at 20 µM. AID 602274, 2012. hit rate 0.044% among 360,000; in the data active = survival enhancement above about 18%;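 note: cells exposed to compounds for 16 hours before the ATP read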
aDG glyco act = activators of alpha-DG glycosylation, primary screen, uHTS, Pro5-aDG cells, AlphaScreen | hit rate 0.22% among 360,000 | alpha-DG glycosylation AlphaScreen (IIH6); 0% Pro5, 100% B10-LARGE cell signal | activation, % at 10 µM | AID 624168, 2012;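 active = activation of at least 8% versus controls, or a plate z-score of at least 8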;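 note: Pro5 are CHO cells carrying HIG-tagged alpha-DG that lacks glycosylation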
An asterisk follows results filed as active; nt = no result given.

Values run as follows: Shn3 inh set2	CF NFkB block	aDG glyco act	Peg3 promoter	HIF-2a inh	TWEAK-Fn14 inh	MITF TRPM1 inh	NR2E3 ag-2	KKLEB tox	iPSC survival up	NR2E3 ag-1
N#Cc1nc(-c2ccccc2)oc1NCCN1CCCCC1
→ 21.5	18.6	-0.3	-3.2	-8.0	5.9	0.5	-3.8	-4.1	-0.3	-7.6
CN(C)c1nc(-c2cccnc2)nc(-c2ccc(Cl)cc2)c1C#N
→ -15.1	-10.3	-0.4	7.3	-0.5	-24.4	-21.0	2.0	3.4	-0.8	-5.7
O=C(Nc1cccc(Cl)c1Cl)c1csc([C@H]2C[C@H](O)[C@@H](CO)O2)n1
→ -77.2	8.2	-0.4	-263.6	-243.1	-3.3	nt	nt	-6.1	0.3	-80.6
CC(=O)Nc1sc(C)c(C)c1C(=O)OCC(=O)Nc1ccccc1C(F)(F)F
→ 11.2	3.6	0.3	11.4	4.9	-13.8	nt	nt	-13.8	-1.0	11.0
O=C(Cc1ccc(NC(=O)C2CCCN(C(=O)CCc3ccccc3)C2)cc1)Nc1cccc(C(=O)N2CCCC2)c1 (stereo not drawn)
→ 4.8	12.9	0.0	1.0	-3.6	18.2	39.7	nt	-5.6	-2.1	-12.2
O=C(Nc1ccnn1C1CCN(Cc2cccc(OCCO)c2)CC1)c1cccc(F)c1
→ 4.7	3.9	0.0	14.3	14.3	-5.0	-5.8	-1.8	10.7	-0.5	-7.1
Cc1ccc(N/C=C/C(=O)c2ccccc2)cc1C
→ 6.8	3.6	-0.1	-43.8	-64.8	66.8*	1.0	-2.9	-19.5	-3.7	-86.2
O=C(NCc1ccco1)C(=O)NCc1ccccc1Cl
→ -15.4	-5.3	0.2	-65.9	-74.1	-18.5	-16.0	0.6	-0.6	-1.2	-1.1
CC(C)(C)[C@H]1CCC(=O)N([C@H](CSc2ccc(Br)cc2)Cc2ccccc2)CC1
→ 13.2	0.0	0.2	13.0	14.0	-5.6	0.2	1.6	-13.4	-1.7	-20.0
C[C@]12CCC(=O)C=C1C=C[C@@H]1[C@@H]2CC[C@@]2(C)[C@H]1CC[C@@]21CCC(=O)O1
→ 11.4	-5.2	-0.1	3.6	19.6	-16.3	8.5	nt	-12.9	1.7	16.6
CCN(CC)S(=O)(=O)c1ccc(N)cc1
→ -1.5	-8.4	0.0	8.3	16.7	-0.2	-0.4	-1.9	4.4	1.9	-6.7
CCCn1cnc2cc(NC(=O)c3cccs3)ccc21
→ -69.8	5.5	-0.1	-212.7	-251.0	-34.1	-93.8	3.7	1.1	-0.5	-92.4
COCC(C)n1c(C)cc(C(=O)COC(=O)c2nn(C)c(=O)c3ccccc23)c1C (stereo not drawn)
→ -13.8	6.3	0.0	-10.0	-20.9	7.3	-19.5	nt	-4.2	0.6	-9.1
CN1C(=O)c2ccc(C(=O)Nc3cccnc3)cc2C1=O
→ 6.7	-36.1	-0.2	3.1	14.2	-8.6	-7.2	nt	20.8	-0.2	7.8
O=C(c1[nH]c(C(F)(F)F)nc1-c1ccccc1)N1CCN(C/C=C/c2ccccc2)CC1
→ -1.9	-5.6	-0.4	8.7	10.9	9.7	nt	nt	8.9	-0.6	3.8
CCCc1[nH]nc2c1C(c1ccoc1)C(C#N)=C(N)O2 (stereo not drawn)
→ 5.4	-4.7	0.4	13.4	23.2	10.3	-2.1	-0.7	-0.3	-1.0	-11.9
COc1cccc(/C=C/C(=O)NNC(=O)c2ccco2)c1OC
→ -99.8	-16.7	0.0	-93.4	-126.2	11.9	-40.7	1.4	3.5	-5.1	-100.5
O=c1[nH]c(S)nc2sc3c(c12)CCCC3
→ -18.6	-5.1	1.0	-9.8	-14.1	8.8	nt	13.1	-13.5	-1.2	-11.2
CC(C)CN(CC(C)C)CC(O)COc1ccc([N+](=O)[O-])cc1 (stereo not drawn)
→ 3.4	0.8	-0.1	20.3	6.8	-12.1	-2.8	0.7	-18.8	-0.3	22.5
CCn1c(SCC(=O)NC(=O)c2ccccc2OC)nc2ccccc21
→ -2.4	-18.4	-0.2	4.7	7.2	5.1	-3.9	-1.0	14.5	-0.3	-9.8
Cc1nnc2c3ccccc3c(-c3cccs3)nn12
→ -8.6	-112.1	-0.5	-0.2	-44.7	0.7	-3.7	-0.8	-8.2	-0.6	2.5
COc1ccccc1/C=C/C(=O)NCc1cccnc1
→ 0.9	16.0	0.4	14.3	20.3	13.2	-4.9	1.6	-2.9	1.6	19.8
COc1ccc(OC)c(NC(=O)c2ccc(-c3cccs3)cc2)c1
→ -11.4	-10.7	0.4	-10.9	-43.0	-23.6	10.9	-2.8	-2.7	-0.4	-44.9
O=C(O)CCNS(=O)(=O)c1ccc2c(c1)OCCCO2
→ 0.1	14.7	-0.1	4.0	18.2	-13.4	14.3	-0.2	-4.3	0.1	-18.8
CC(C)C1Oc2ccccc2N(CC(=O)N(C)C2CCCCC2)C1=O (stereo not drawn)
→ 12.4	5.2	0.0	35.7	20.3	14.4	-9.7	4.3	5.3	1.3	2.0
CC(C)c1nc(SCc2ccccn2)c2c(=O)n(C)c(=O)n(C)c2n1
→ 16.8	2.7	-0.1	23.4	8.4	17.7	-1.6	-1.8	7.0	3.8	-1.4
CC(=O)Nc1ccc(Cl)cc1C1COC(=O)C1=N (stereo not drawn)
→ -7.0	3.5	0.0	0.7	16.4	5.7	-8.5	0.4	1.6	3.4	-9.4
O=C(Cc1cn2ccsc2n1)OCc1ccccc1
→ -27.5	-12.2	-0.3	-38.6	-1.2	-104.2	-42.1	-3.5	7.4	1.2	12.7
CCn1cc(C(=O)N[C@H](C(=O)NCCCN2CCOCC2)C(C)C)c(=O)c2cc3c(cc21)OCO3
→ -3.4	13.7	-0.3	-5.5	9.0	-0.1	1.9	1.1	2.4	0.2	-8.1
CCNC(=O)C1(C)CCCN(Cc2cccc3ccccc23)C1 (stereo not drawn)
→ -3.7	26.2	-0.4	5.8	13.2	2.0	nt	nt	-7.7	-1.4	-6.1

More entries follow.
Values run as follows: Shn3 inh set2	CF NFkB block	aDG glyco act	Peg3 promoter	HIF-2a inh	TWEAK-Fn14 inh	MITF TRPM1 inh	NR2E3 ag-2	KKLEB tox	iPSC survival up	NR2E3 ag-1
COC(=O)COc1ccc(S(=O)(=O)N2CCOCC2)cc1
→ -7.0	-2.5	0.2	-2.6	6.1	12.7	-5.0	0.0	2.1	3.8	1.3
O=C(CSc1nnc(NC(=O)c2c(F)cccc2F)s1)Nc1ccc(F)cc1
→ -7.9	-3.1	0.0	-58.4	-110.9	-3.2	-9.5	-4.6	15.7	-0.3	-27.9
CCC(C(=O)OCC(=O)Nc1cccc(C(C)=O)c1)c1ccccc1 (stereo not drawn)
→ 2.5	10.8	0.3	17.6	2.0	1.7	4.9	-2.0	4.3	-1.2	-1.5
CCC1S/C(=N/N=C/c2cccs2)NC1=O (stereo not drawn)
→ -18.4	-12.0	-0.1	-13.0	-40.4	-9.3	1.4	-2.7	10.8	0.4	-66.0
C[C@H](NC(=O)c1ccc(Br)cc1)C(=O)NCc1ccc(S(N)(=O)=O)cc1
→ -15.0	-9.9	0.0	4.4	15.4	6.1	6.2	4.2	7.6	-1.1	-15.3
COc1ccc(CC(=O)Nc2ccc(-c3cn4ccccc4n3)cc2)cc1
→ -39.2	-3.2	0.0	-161.4	-167.3	-41.2	-33.2	0.7	-3.8	0.1	-94.3
O=C(NCCCCO)c1c(-c2ccccc2)oc2c1C(OCCCCCO)CCC2 (stereo not drawn)
→ nt	nt	-0.2	nt	4.4	2.5	nt	nt	nt	0.3	6.6
O=c1c2cn[nH]c2[nH]c(=S)n1-c1ccccc1Cl
→ 1.2	4.3	0.0	0.1	4.8	8.0	-10.0	-0.1	1.8	6.0	-14.7
CN(c1ccc(C(=O)NCc2ccncc2)cc1)S(=O)(=O)c1ccc(Cl)cc1
→ -8.9	21.7	0.0	16.4	14.4	-6.9	11.8	2.2	-12.8	-0.4	-15.8
O=S(=O)(c1ccccc1Cl)N1CCCC1c1nc(-c2cccc(Cl)c2)no1 (stereo not drawn)
→ 3.9	13.7	0.2	-10.7	-55.1	11.6	-1.8	0.5	-1.2	2.3	-9.5
COc1cc(=O)[nH]c(SCC(=O)Nc2nc3c(s2)CCCC3)n1
→ -16.1	3.6	0.0	3.0	24.9	43.2	14.7	-0.2	-1.9	-0.3	-7.0
CCC(=O)NNc1ncnc2c1cnn2-c1cccc(C)c1
→ -22.8	13.0	-0.1	11.0	9.8	-8.4	-13.7	-1.6	3.5	-0.9	3.7
O=C(O)CCCC(=O)N1N=C(c2c(-c3ccccc3)c3cc(Cl)ccc3[nH]c2=O)CC1c1cccs1 (stereo not drawn)
→ 8.0	10.2	-0.1	30.2	17.9	-10.1	-19.1	0.8	7.1	1.0	15.1
CCCCNC(=O)c1nn2c(C(F)(F)F)cc(-c3ccc(OC)cc3)nc2c1Br
→ 21.1	6.7	0.1	9.7	8.3	-5.7	-3.6	-0.6	-4.0	0.9	-12.5
CN(C(=O)c1ccccn1)C1(C(=O)NC2CCCCC2)CCCCC1
→ -22.3	1.2	1.5	-1.4	13.5	-13.5	-6.3	-1.9	3.9	0.7	-36.1
O=C(Cc1ccc(F)cc1)Nc1cc(S(=O)(=O)N2CCOCC2)ccc1N1CCCCC1
→ -9.2	-29.8	0.2	18.9	16.5	-6.2	nt	nt	2.0	-0.4	-5.6
O=[N+]([O-])c1ccc(Cl)c(S(=O)(=O)/N=C(/c2ccccc2)N2CCOCC2)c1
→ -4.7	14.2	-0.2	13.8	10.8	6.7	7.0	0.8	22.2	2.8	-26.2
Cc1nc(SCC(C)C)[nH]c(=O)c1Cc1ccccc1
→ 9.5	8.9	0.6	1.8	4.4	-4.3	7.8	-5.1	-3.3	5.2	4.8
CCc1nnc(NC(=O)c2ccc(OC)cc2)s1
→ -86.2	11.7	0.0	-174.0	-194.3	-24.2	-58.3	-2.4	4.3	-0.5	-90.8
Cc1nc(-c2nnc(SCC(=O)Nc3cc(C(F)(F)F)cc(C(F)(F)F)c3)n2C)cs1
→ 8.9	24.4	0.1	15.2	10.3	1.1	6.4	2.1	-17.8	-0.1	-7.4
